# Assay outcomes from PubChem.
# S3 lipid droplet = qHTS Assay for Lipid Storage Modulators in Drosophila S3 Cells; Drosophila S3 cells, BODIPY lipid droplet fluorescence, 18-24 h; cells fed with added oleic acid; actives 0.64% (n = 320,000); lipid storage change, negative = inhibition, % at the top dose, mostly 46.1 µM; hits show Potency in µM; AID 2685; active means well fitted inhibition curve with a large enough effect in the signal ratio, with a control signal flat, not every such curve was filed as active; inconclusive means small, poorly fitted or top-dose-only effect, or effect the other way, or a change in a side signal; the % refers to the signal ratio
#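 Drosophila S3 cells got compounds at several concentrations plus oleic acid (400 uM solution). Laser-scanning cytometry with 488 nm excitation read lipid droplets at 500-530 nm and cells at 575-640 nm. Percent activity was relative to 20 uM Triacsin C.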
# S3 lipid droplet cell count max = further read-out of S3 lipid droplet, marked with its call; cell number change, %; measured here: cell count max response;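 cells counted by Cell Tracker Red CMTPX staining in the red channel; peak over a dose series mostly up to 46.1 µM; percent activity relative to internal control wells on each plate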
# Numbers without * were called inactive; i = inactive; ? = inconclusive; · = no result given; [ ] = another dose, or the depositor's remark. On the % scale 0 is the no-effect control and ±100 the full control effect; potency means the concentration at half of the fitted maximal effect.
S3 lipid droplet	S3 lipid droplet cell count max	Structure
7%	2	CC1(C)Cc2nc(-c3ccccc3)nc(SCC(=O)N3CCCC3)c2CO1
5%	-10	COc1ccc(/C=C2/SC(=O)N(CC(=O)Nc3cc(C)on3)C2=O)cc1OC
?	·	O=C1c2ccccc2C2=Nc3ccccc3SC(c3ccc(Cl)cc3)C12 (stereo unspecified)
?	·	O=C(CN1C(=O)C(=O)N(C2CCCC2)C1=O)Nc1ccc([N+](=O)[O-])cc1
i	9	Cc1ccc(NS(=O)(=O)c2cccc3cccnc23)c(Cl)c1
i	-2	Cc1cc2occ(CC(=O)OCC(=O)Nc3sc4c(c3C#N)CCC(C)C4)c2cc1C (stereo unspecified)
-2%	0	CC(=O)c1cccc(NC(=O)NN2CCN(C)CC2)c1
?	·	COc1cc(-c2cc(C(=O)N3CCCCCC3)c3ccccc3n2)cc(OC)c1OC
15%	-12	CC(C)(C)NS(=O)(=O)c1cnc(Cl)c(Cl)c1
?	·	CCOC(=O)C1=C(N)Oc2cc(C)oc(=O)c2C1c1cccnc1 (stereo unspecified)
?	·	COc1cc(S(=O)(=O)N(Cc2ccc(C)cc2)C2CCCCC2)ccc1-n1cnnn1
?	·	CCOCCCNC(=O)c1ccccc1SC
?	·	CNc1nc(SCC(=O)Nc2ccc(Cl)c(Cl)c2)nc(N2CCOCC2)n1
-7%	-2	Cc1cccc(N(CC(=O)NCCSc2ccccn2)S(=O)(=O)c2ccccc2)c1
?	·	CCOC(=O)c1[nH]c(C)c(/C(O)=C2\C(=O)C(=O)N(CCN(C)C)C2c2ccc(C)o2)c1C (stereo unspecified)
i	·	Cc1noc(C)c1CCC(=O)NC1CCCN(Cc2ccc(CC(C)C)cc2)C1 (stereo unspecified)
20%	29	COc1cccc(C(=O)c2c(C)c(CCC#N)n3ccccc23)c1OC
0%	4	CN(CC(=O)Nc1ccc(Cl)c(C(F)(F)F)c1)C(=O)/C=C/c1ccco1
?	·	CSCCC(NS(=O)(=O)c1ccc2c(c1)OCCO2)C(=O)N(C)Cc1ccc(F)cc1 (stereo unspecified)
-10%	-20	CC(C)[N+]1(C)[C@@H]2CC[C@@H]1CC(OC(=O)C(CO)c1ccccc1)C2 (stereo partly specified)
?	·	COc1cc(NC(=O)CSc2ccc(-c3cccnc3)nn2)cc(OC)c1
?	·	CCCn1nc(NC(=O)C2CCCO2)c2cc3cc(C)ccc3nc21 (stereo unspecified)
?	·	COc1ccccc1CNC(=O)C(Cc1c[nH]c2ccccc12)NC(=O)OCc1ccccc1 (stereo unspecified)
?	·	O=C(COc1ccc(Br)cc1Cl)NC(=O)NCc1ccccc1
?	·	CSCC[C@H](NC(=O)NCc1ccccc1F)C(=O)O
?	·	CC(=O)NC(CC(=O)Nc1cc(Cl)ccc1-n1cncn1)c1ccccc1 (stereo unspecified)
12%	-1	O=C(NCc1cnn(-c2ccccc2)c1)C1CCC(=O)N(C2CC2)C1 (stereo unspecified)
-15%[0.0737 µM]	·	CC(=O)c1ccc(NC(=O)CSC2=NS(=O)(=O)c3cc(Cl)ccc3N2)cc1
?	·	CC(C)NC(=O)c1nc2ccccc2s1
i	28	O=C(N/C(=C/c1ccc([N+](=O)[O-])cc1)C(=O)N1CCCC1)c1ccccc1
-1%	-10	Brc1ccc(/C=N/Nc2nc3ccccc3o2)cc1
?	·	Nc1nonc1-n1nnc(C(=O)N/N=C/c2ccncc2)c1CSc1ccc(Cl)cc1
4%	-16	CCC(=O)c1ccc(OCC(=O)NCC2COc3ccccc3O2)cc1 (stereo unspecified)
?	·	CCOP(=O)(OCC)C1NC(=O)N(c2ccccc2)C1=O (stereo unspecified)
4%	1	CCNC(=S)Nn1cnc2ccccc21
0%	-9	COc1ccc(S(=O)(=O)NC(C)C)cc1C(=O)N1CCOCC1
3%	-20	COC(=O)c1ccc(C(=O)Nc2ccc(F)cc2)cc1
?	·	O=[N+]([O-])c1ccccc1S(=O)(=O)Nc1ccc(S(=O)(=O)Nc2nccs2)cc1
21%	11	CC(Cc1c[nH]c2ccccc12)C(=O)N1CCN(c2ccccc2F)CC1 (stereo unspecified)
9%	4	Cc1cccc(N2C(=O)CCC2=O)c1
16%	5	c1ccc(CCNc2ccccc2)cc1
4%	0	CCOc1ccc(OCCCN(C)C)cc1
-12%	3	CC(C)=CCN1CCN(Cc2coc3ccc(C)cc3c2=O)CC1CCO (stereo unspecified)
i	7	COc1ccc(NC(=O)CC2C(=O)NC3CCCCC3N2C(=O)c2ccc(F)cc2)cc1 (stereo unspecified)
?	·	Cc1sc2nc(C(C)C)nc(SCC(=O)N3CCOCC3)c2c1C
?	·	CCOC(=O)c1sc2nc(CC(=O)OC)nc(NCC(=O)OC)c2c1C
?	·	COc1cc(C2C(C(=O)c3cc4ccccc4o3)=C(O)C(=O)N2CCN2CCOCC2)ccc1OCCC(C)C (stereo unspecified)
?	·	Cc1ccc(NC(N)=S)cc1C
?	·	CC1=NN(c2ccccc2)C(=O)/C1=C/c1cccs1
6%	10	O=C(COc1ncnc2sccc12)Nc1cccc(S(=O)(=O)N2CCCC2)c1
?	·	COc1ccccc1N(C)S(=O)(=O)c1ccc(C(=O)OCC(=O)N(C)c2ccccc2)cc1
-10%	-3	Cc1ccc(NC(=O)CCC(=O)OCC(=O)c2ccc(Oc3ccc([N+](=O)[O-])cc3)cc2)cc1C
?	·	COC(=O)c1ccccc1NC(=O)c1ccc(COc2cc(C)cc(C)c2)o1
-3%	-10	CSCC[C@H](NC(=O)OC(C)(C)C)C(=O)N/N=C/c1cc2ccc(C)cc2nc1Cl
18%	·	COC(=O)[C@]1(Cc2ccccc2)N[C@H](c2ccc(-c3ccc(OC)cc3)cc2)[C@@H]2C(=O)N(C)C(=O)[C@@H]21
?	·	O=C(NCc1ccccn1)C1CCN(S(=O)(=O)c2ccccc2C(F)(F)F)CC1
i	·	CCOC(=O)c1sc(=S)n(-c2ccccc2OC)c1N
-1%	8	COc1cc(N(C)C)c([N+](=O)[O-])cc1C(=O)N1CCN(Cc2ccccc2)CC1
?	·	COc1cc(C=O)c(Br)cc1OC1CCCC1
?	·	O=C(CSc1nncc(=O)[nH]1)NC1CCCCC1

# Remaining list, next part.
S3 lipid droplet	S3 lipid droplet cell count max	Structure
?	·	COc1ccccc1/C=C1\C(=O)Nc2ccccc21
?	·	O=C(c1cnc2sccn2c1=O)N1CCN(c2ccccc2Cl)CC1
?	·	CCOP(=O)(OCC)C(Nc1cccc(C(F)(F)F)c1)c1ccc(C)cc1 (stereo unspecified)
?	·	CN(C)C(=O)c1c(NC(=O)c2ccccc2)sc2c1CCC2
?	·	COc1ccccc1/C=C/C(=O)NCC(=O)N1CCC(N(C)C2CCCC2)CC1
-11%	0	COC(=O)c1ccccc1NC(=O)Nc1ncccc1C
?	·	CCCCc1cc(=O)oc2cc(OCC(=O)Nc3ccccn3)ccc12
0%	8	Cc1nnc(NC(=O)c2ccccc2Br)s1
2%	-1	COC(=O)c1cc(NC(=O)c2cc(-c3ccc(OC)cc3)oc2C(F)(F)F)ccc1N1CCOCC1
4%	4	Cc1c(NC(=O)C(C)OC(=O)c2cccnc2)c(=O)n(-c2ccccc2)n1C (stereo unspecified)
12%	9	NNC(=O)c1ccc(COc2ccc([N+](=O)[O-])cc2)o1
?	·	Nc1ccc(N2CCN(C(=O)c3cccs3)CC2)cc1
3%	-3	CCCCOc1ccc(CSC(CC(=O)O)C(=O)O)cc1 (stereo unspecified)
?	·	Cc1c(NC(=O)COc2ccccc2Cl)c(=O)n(-c2ccccc2)n1C
-3%	-4	CCN(CC)CCN(C(=O)c1cccc([N+](=O)[O-])c1)c1nc2ccc(OC)cc2s1
-7%	-2	CN(C)c1ccc(NC(=O)CSc2nnc(C3CCCCC3)n2N)cc1
?	·	CN(Cc1ccon1)C(=O)C1CCC(=O)N(Cc2ccc(Cl)cc2)C1 (stereo unspecified)
4%	7	CCc1nnc(NC(=O)CN2CCN(c3ccccc3F)CC2)s1
22%	1	COc1cccc(C(=O)NC2CCN(CC(=O)Nc3cccc(C)c3C)CC2)c1
-29%	21	COc1cccc2cc(C(=O)NCc3ccccc3)c(=N)oc12
6%	18	O=C(Cc1ccccc1)NNC1=NS(=O)(=O)c2ccccc21
i	1	CCCCOc1ccc(S(=O)(=O)N2CCCCCC2)cc1
?	·	COc1cccc(NC(=O)c2cc(Cl)nnc2Cl)c1
?	·	O=C(NCC(=O)N1CCCC1)c1ccc(Br)cc1
?	·	Cc1c(CC(=O)NC(C)C)c(=O)oc2cc3c(cc12)CCC(C)(C)O3
-6%	0	CC(=O)c1cc(CC(=O)N2CCc3c([nH]c4ccccc34)C2c2ccccn2)cs1 (stereo unspecified)
11%	-3	O=C(Oc1ccc(C(=S)N2CCOCC2)cc1Cl)c1ccccc1F
?	·	CC1CCN(C2CC(=O)N(c3ccccc3)C2=O)CC1 (stereo unspecified)
?	·	O=[N+]([O-])c1cc(Cl)cc(/C=N/n2cnnc2)c1O
?	·	CN(CC(=O)Nc1ccccc1Br)C(=O)c1cccn1C
i	·	O=C1CCC(C(=O)N2CCCC(Nc3ccc(F)cc3)C2)=NN1 (stereo unspecified)
?	·	C=CCn1c2ccccc2c2nnc(SCc3ccc4nonc4c3)nc21
?	·	Cc1cc(C)cc(NS(=O)(=O)c2ccc(NC(=S)Nc3ccccc3)cc2)c1
?	·	CC12CCC(C(=O)N(CSC(=S)N/N=C\c3ccccc3Cl)C1=O)C2(C)C (stereo unspecified)
-16%	2	COc1cccc(CNC(=O)N[C@@H](C)C(=O)O)c1
9%	17	O=C(c1cc2ccccc2oc1=O)N(Cc1cccs1)Cc1cccs1
?	·	COc1ccc(C(=O)/C=C/c2cccs2)c(OC(=O)c2cccc([N+](=O)[O-])c2)c1
?	·	COc1ccc(/C=C2\SC(=NCc3ccccc3)N(Cc3ccccc3)C2=O)cc1OC
4%	16	O=C(c1ccc2c(c1)OCO2)C1CCCN(C2CCN(CCc3ccccc3)CC2)C1 (stereo unspecified)
?	·	C=C(C)CN=C1SC(C(=O)Nc2sc3c(c2C(=O)OC)CCC3)C(N)=C1C(N)=O (stereo unspecified)
?	·	CCOC(=O)c1ccc(NC(=O)CSc2nncn2-c2cccnc2)cc1
?	·	Nc1ccc2c(c1)C(=O)c1ccccc1C2=O
3%	3	O=C(CN(C(=O)Cn1nnc(-c2ccc(F)cc2)n1)c1cnc2ccccc2c1)NCC1CCCO1 (stereo unspecified)
0%	-10	CC(C)[C@H](NC(=O)c1ccccc1)C(=O)OCc1nnc(-c2ccccc2)o1
?	·	Cc1coc2c(C)c3oc(=O)c(CCC(=O)NCCCN4CCOCC4)c(C)c3cc12
?	·	O=C(c1ccc(Cl)c(S(=O)(=O)N2CCCCCC2)c1)N1CCN(c2ccc(O)cc2)CC1
i	-15	COC(=O)c1sc(N)c(C(=O)OC)c1COC(=O)C12CC3CC(CC(O)(C3)C1)C2
3%	·	Cc1nnc(SCC(=O)NC2CC2)n1CC1CCCO1 (stereo unspecified)
?	·	CCN(CC1COc2ccccc2O1)C(=O)CN1C(=O)NC(C)(c2ccc(C)cc2)C1=O (stereo unspecified)
20%	3	CCOC(=O)C1=C(C)N(CCO)C(=O)NC1c1ccccc1 (stereo unspecified)
?	·	Cc1cccn2cc(CNC(=O)c3ccco3)nc12
?	·	C=CCON1C(=O)c2ccccc2C1=O
?	·	Cc1cccc(C(=O)Nc2cccnc2Cl)c1
?	·	CSCC[C@H](NC(=O)[C@H](Cc1ccccc1)n1c(=O)[nH]c2ccccc2c1=O)C(=O)N1CCC(C(=O)O)CC1

# Compounds from the list above containing fluorine:
S3 lipid droplet	S3 lipid droplet cell count max	Structure
0%	4	CN(CC(=O)Nc1ccc(Cl)c(C(F)(F)F)c1)C(=O)/C=C/c1ccco1
?	·	CSCCC(NS(=O)(=O)c1ccc2c(c1)OCCO2)C(=O)N(C)Cc1ccc(F)cc1 (stereo unspecified)
?	·	CSCC[C@H](NC(=O)NCc1ccccc1F)C(=O)O
3%	-20	COC(=O)c1ccc(C(=O)Nc2ccc(F)cc2)cc1
21%	11	CC(Cc1c[nH]c2ccccc12)C(=O)N1CCN(c2ccccc2F)CC1 (stereo unspecified)
i	7	COc1ccc(NC(=O)CC2C(=O)NC3CCCCC3N2C(=O)c2ccc(F)cc2)cc1 (stereo unspecified)
?	·	O=C(NCc1ccccn1)C1CCN(S(=O)(=O)c2ccccc2C(F)(F)F)CC1
?	·	CCOP(=O)(OCC)C(Nc1cccc(C(F)(F)F)c1)c1ccc(C)cc1 (stereo unspecified)
2%	-1	COC(=O)c1cc(NC(=O)c2cc(-c3ccc(OC)cc3)oc2C(F)(F)F)ccc1N1CCOCC1
4%	7	CCc1nnc(NC(=O)CN2CCN(c3ccccc3F)CC2)s1
11%	-3	O=C(Oc1ccc(C(=S)N2CCOCC2)cc1Cl)c1ccccc1F
i	·	O=C1CCC(C(=O)N2CCCC(Nc3ccc(F)cc3)C2)=NN1 (stereo unspecified)
3%	3	O=C(CN(C(=O)Cn1nnc(-c2ccc(F)cc2)n1)c1cnc2ccccc2c1)NCC1CCCO1 (stereo unspecified)

# An excerpt. The share of hits here may be higher or lower than overall.
